# Growth percent in the NCI-60 one-dose screen (48 h, 10 µM unless noted): 100 = growth as untreated, 0 = no growth, -100 = all killed.
# LOX IMVI: LOX IMVI melanoma | hit rate 7.4% among 79,000 | AID 1794757
# MALME-3M: MALME-3M melanoma | hit rate 5.8% among 78,000 | AID 1794766
# UACC-257: UACC-257 melanoma; hit rate 4.4% among 78,000
# HS 578T: HS 578T breast cancer. hit rate 4.1% among 78,000. AID 1794788
# SK-MEL-28: SK-MEL-28 melanoma | hit rate 4.1% among 81,000 | AID 1794761
# T-47D: T-47D breast cancer | hit rate 5% among 79,000 | AID 1794792
# SK-MEL-2: SK-MEL-2 melanoma; hit rate 4.7% among 77,000; AID 1794763
# SK-MEL-5: SK-MEL-5 melanoma. hit rate 6.4% among 80,000
# Active calls of the source: *; nt = no result given. How the source made its calls: active means growth percent below 10; inactive means the rest.
canonical_smiles	LOX IMVI	MALME-3M	UACC-257	HS 578T	SK-MEL-28	T-47D	SK-MEL-2	SK-MEL-5
CCOC(=O)c1cc2c(n1C)-c1oncc1CCC2	96	112	103	86	112	87	107	96
COC(=O)C1=CC=C[C@@H]2[C@@]3(C[C@@H](c4ccoc4)OC3=O)[C@H](C)C[C@H](O)[C@@]12C(=O)OC	98	108	102	104	99	100	105	99
Cc1cc(=O)n2[nH]c(-c3ccc(C(C)(C)C)cc3)cc2n1	73	44	12	94	83	65	94	26
COc1ccc2nc(NC(=O)c3cc(-c4ccc(OC)c(OC)c4)n4nc(-c5ccccc5)cc4n3)sc2c1	97	115	100	111	101	95	122	102
O=c1oc(=O)c2cc3c(=O)oc(=O)c3cc12	124	113	107	116	109	91	96	103
COC(=O)C(C)NC1=C(Cl)C(=O)C(NC(C)C(=O)OC)=C(Cl)C1=O (stereo not given)	91	72	86	113	111	97	nt	79
CCCCN(C#N)CCCC	107	115	113	nt	112	104	nt	105
CCOC(CN(CC)CC)c1ccc(CCc2ccccc2)cc1 (stereo not given)	84	106	97	91	109	93	98	90
CCC1S/C(=N\S(=O)(=O)c2ccc(N)cc2)NC1=O (stereo not given)	97	nt	95	93	118	108	104	102
CCOC(=O)CC1CSC(c2ccc(Br)cc2)=N1 (stereo not given)	104	106	101	83	103	102	108	102

# The list continues:
canonical_smiles	LOX IMVI	MALME-3M	UACC-257	HS 578T	SK-MEL-28	T-47D	SK-MEL-2	SK-MEL-5
CCOC(=O)c1ccc(NCc2ccncc2)cc1	96	103	66	96	109	74	97	98
CCn1c(Sc2nnc(NC(=O)CCN3CCOCC3)s2)nc2c1c(=O)n(C)c(=O)n2C	88	74	90	92	107	85	110	97
O=C1NC(=O)C(Cc2ccccc2)(Cc2ccccc2)N1	89	109	105	111	119	nt	102	94
CC(=O)Nc1nonc1-c1nc2ccccc2n1Cc1ccncc1	105	103	105	105	106	96	nt	105
C=C(C)[C@@H]1CC[C@]2(C(=O)N3CCN(C)CC3)CC[C@]3(C)[C@H](CC[C@@H]4[C@@]5(C)C/C(=C/c6ccncc6)C(=O)C(C)(C)[C@@H]5CC[C@]43C)[C@@H]12	56	62	57	62	77	48	65	60
CCCCn1cnc2c1C(=O)c1nc3n(c1C2=O)CCCC3	74	49	nt	111	118	109	96	42
CCCCOC(=O)c1ccccc1O	100	104	99	103	113	107	161	104
O=C1c2ccccc2S(=O)(=O)N1CCBr	101	101	108	90	108	108	106	101
Cc1cc(C)n(Cc2cc(C(C)(C)C)cc(C(C)(C)C)c2)c(=O)c1C#N	nt	82	102	82	102	79	107	91
O=C1N[C@H]2CCCC[C@@H]2C(=O)N1OS(=O)(=O)c1ccccc1	107	112	94	130	115	113	122	nt

# Profiles, quoted from the list. Order of screens: LOX IMVI | MALME-3M | UACC-257 | HS 578T | SK-MEL-28 | T-47D | SK-MEL-2 | SK-MEL-5
# Results for CCn1c(Sc2nnc(NC(=O)CCN3CCOCC3)s2)nc2c1c(=O)n(C)c(=O)n2C : 88 | 74 | 90 | 92 | 107 | 85 | 110 | 97
# Results for C=C(C)[C@@H]1CC[C@]2(C(=O)N3CCN(C)CC3)CC[C@]3(C)[C@H](CC[C@@H]4[C@@]5(C)C/C(=C/c6ccncc6)C(=O)C(C)(C)[C@@H]5CC[C@]43C)[C@@H]12 : 56 | 62 | 57 | 62 | 77 | 48 | 65 | 60

# Additional compounds.
canonical_smiles	LOX IMVI	MALME-3M	UACC-257	HS 578T	SK-MEL-28	T-47D	SK-MEL-2	SK-MEL-5
O=C(O)c1ccc(NC(=O)c2nc(-c3ccccc3)n(-c3ccccc3)n2)cc1	99	74	nt	90	111	85	97	109
CN(O)c1nc(N(C)O)[nH]c(=O)n1	92	161	107	103	109	97	116	nt
C#CC#CC#CC#CC#CC#CC#CC#CC[C@H]1OC[C@@H](COC(=O)O[C@@H](C(=O)O[C@H]2C[C@@]3(O)[C@@H](OC(=O)c4ccccc4)[C@@H]4[C@]5(OC(C)=O)CO[C@@H]5C[C@H](O)[C@@]4(C)C(=O)[C@H](OC(C)=O)C(=C2C)C3(C)C)[C@@H](NC(=O)c2ccccc2)c2ccccc2)O1	41	62	65	44	63	53	76	65
CCOC(=O)c1c(N)c(C#N)cn1Cc1ccc(Cl)cc1Cl	79	86	93	73	93	78	94	78
CCOC(=O)CC(=O)c1cc(OC)c(OC)c(OC)c1	106	89	108	108	95	95	103	112
NS(=O)(=O)c1ccc(-n2cc(-c3cccc(NC(=O)c4ccc(N5CCOCC5)c(C(F)(F)F)c4)c3)nn2)cc1	9.3*	44	82	49	55	4.6*	nt	nt
O=C1CN(/N=C/c2ccc([N+](=O)[O-])o2)C(=O)N1	90	105	101	106	109	105	107	97
COc1ccc(S(=O)(=O)N(C)c2oc(-c3ccc(Cl)cc3)nc2C#N)cc1	72	69	87	65	84	74	85	86
NS(=O)(=O)c1ccc(N=NNc2ccc(C(=O)O)cc2)cc1	100	nt	92	105	108	110	108	108
CCOC(=O)c1ccc2c(c1)nc(NS(=O)(=O)c1ccc(Br)cc1)n2-c1cc(OC)c(OC)c(OC)c1	92	97	98	94	99	95	90	93

# Next records:
canonical_smiles	LOX IMVI	MALME-3M	UACC-257	HS 578T	SK-MEL-28	T-47D	SK-MEL-2	SK-MEL-5
ON=C(c1ccccc1)c1ccccc1	102	nt	105	109	107	106	102	113
C=C(C)C(=O)NCNC(=O)C(=C)C	101	nt	97	105	111	102	93	91
O=S(=O)(O)c1ccc(N=Nc2ccc(N=Nc3cc(S(=O)(=O)O)c4ccccc4c3O)cc2)cc1	96	85	94	90	101	91	106	97
O=C(C[C@]1(O)C(=O)Nc2ccccc21)c1ccc(O)c(O)c1O	92	83	116	95	101	106	103	97
COc1cc(/C=C/C(=O)c2c(C)n([O-])c3ccccc3[n+]2=O)cc(OC)c1OC	51	66	54	43	79	35	37	21
N#Cc1c(Nc2ccccc2)n[nH]c1-c1cccs1	89	108	81	84	105	78	101	90
CN(C)Cc1cc(CN(C)C)c(O)c(C(=O)O)c1	98	110	95	99	113	106	92	101
CCCCCCN(CCCCCC)CC(O)c1ccc(Cl)c2ccccc12 (stereo not given)	81	93	101	95	96	82	104	101
Brc1ccc2[nH]c3c(Br)cc(Br)cc3c2c1	106	98	91	nt	96	80	101	98
COc1ccc(/C=C/C(=O)c2ccc(NC(=O)CSc3nnc(-c4cc(-c5ccc(Cl)cc5)nc5ccccc45)n3-c3ccccc3)cc2)cc1	100	105	112	96	103	106	105	94

# (list continues)
canonical_smiles	LOX IMVI	MALME-3M	UACC-257	HS 578T	SK-MEL-28	T-47D	SK-MEL-2	SK-MEL-5
CC(=O)[C@H]1CC[C@H]2[C@@H]3CC[C@H]4CC(=O)CC[C@]4(C)[C@H]3[C@H](O)C[C@]12C	98	nt	95	101	118	103	100	108
CC(C#N)(C#N)N=Nc1ccc(Cl)cc1Cl	100	nt	109	105	114	108	nt	101
CNS(=O)(=O)Oc1ccc(-c2ccc3sccc3c2)cc1	99	99	105	111	100	99	99	97
Cc1cc(C)n(-c2nc(Nc3ccccc3)nc(Nc3ccc(S(N)(=O)=O)cc3)n2)n1	90	97	117	112	107	73	104	85
COc1ccc2cc([C@H](C)CO)ccc2c1	90	100	104	105	104	103	124	nt
CCCCCN1C=C/C(=C\C(=O)N(C)c2ccccc2)c2ccccc21	96	99	111	102	108	82	107	nt
Cc1nn(C)c2c1NC(=O)CS2	101	98	106	100	109	102	107	98
CC1(C)C(=O)CC[C@]2(C)[C@H]3C(=O)C=C4[C@@H]5C[C@@](C)(C(=O)NCCNCCN)CC[C@]5(C)CC[C@@]4(C)[C@]3(C)CC[C@@H]12	nt	92	101	98	104	82	121	97
O=C(Nc1ccc(Br)cc1)Nc1cccc(Br)c1	33	60	36	76	44	-10*	26	65
CC(C)=CC(=O)C=C(C)C	100	118	113	114	107	111	99	109

# Other structures.
canonical_smiles	LOX IMVI	MALME-3M	UACC-257	HS 578T	SK-MEL-28	T-47D	SK-MEL-2	SK-MEL-5
CSC1=NC(=Nc2c(C)cccc2C)C2(CCC(C(C)(C)C)CC2)N1c1ccc(Cl)cc1 (stereo not given)	21	38	54	66	80	90	50	48
COc1ccc(S(=O)(=O)c2ccc(C(N)=O)cc2)cc1NC(=O)c1[nH]c(C)c2c1CCCCC2=O	32	70	63	-2.1*	68	34	74	48
COc1ccc(-c2cc(=O)c3ccc4ccccc4c3o2)cc1	106	107	106	106	110	91	107	104
C[C@@H](c1ccccc1)N1C(=O)N2CN(C)CN3C(=S)N[C@H]1[C@H]23	98	102	116	104	103	94	111	100
O=C1CCC23OC(c4ccccc4)(C(=O)c4ccccc4N12)C1SSCC(=O)N13 (stereo not given)	95	89	111	93	109	99	114	100
CCCCCCn1c(=O)c2c(nc(NCCc3ccc(O)c(O)c3)n2C)n(C)c1=O	79	87	93	96	93	nt	104	85
CCCc1nnc(NS(=O)(=O)c2ccc(C)cc2)o1	108	114	101	nt	118	96	108	109
CCc1ccc(-c2ccc3c4c(cccc24)C(=O)N(c2nc4ccccc4s2)C3=O)cc1	94	99	106	93	102	89	108	93
CCn1cc(C(=O)O)c(=O)c2cc(F)c(N3CCN(C(=O)c4ccc(Cl)cc4)C(C)C3)c(F)c21 (stereo not given)	96	98	105	94	97	95	106	98
Brc1cc2ccccc2c2ccccc12	nt	95	143	108	102	99	nt	nt

# (more compounds)
canonical_smiles	LOX IMVI	MALME-3M	UACC-257	HS 578T	SK-MEL-28	T-47D	SK-MEL-2	SK-MEL-5
CCCCCCCC(=O)OCc1cc(=O)c(OC(=O)CCCCCCC)co1	93	100	104	96	110	90	99	100
CCCCN=C(OC1C=CCCC1)SC (stereo not given)	98	94	101	96	109	96	111	94
CCn1c(Cc2ccccc2Nc2c(Cl)cccc2Cl)nnc1SCC(=O)Nc1ccccc1C(F)(F)F	94	100	101	95	107	48	80	92
COc1cc(/C(N)=N/C(N)=N/c2nc3ccccc3s2)cc(OC)c1OC	69	96	89	80	76	62	77	75
CC(C)C[C@@H]1OC(=O)CCCCNC(=O)[C@H](Cc2ccccc2)N(C)C(=O)[C@H](C(C)C)N(C)C(=O)[C@H](Cc2ccccc2)NC(=O)[C@@H]2CCCN2C1=O	83	92	nt	75	98	66	72	88
COc1ccc(C2=N[C@@H](Cc3ccccc3)C(=O)c3c(nc4ccccn34)N2)cc1	95	98	92	96	98	99	106	104
COc1cc(OC)c2c(c1)nc(-c1ccccc1)c1c(=O)n(C)c(=O)n(C)c12	98	101	117	117	114	112	103	103
CCCCCCC(C)NCCO (stereo not given)	nt	116	96	106	108	99	117	112
N#CC(C(=O)c1ccccc1)c1ccc(Cl)cc1 (stereo not given)	96	104	111	97	113	98	116	98
CCOc1ccc(Cc2nccc3cc(OCC)c(OCC)cc23)cc1OCC	54	80	69	78	92	39	80	47

# Going on with the list.
canonical_smiles	LOX IMVI	MALME-3M	UACC-257	HS 578T	SK-MEL-28	T-47D	SK-MEL-2	SK-MEL-5
C=CCCCCCCCCCC(C(=O)O)C(=O)O	78	95	100	105	113	91	94	103
OC1(c2ccccc2)C(c2ccccc2)=C(c2ccccc2)c2ccccc21 (stereo not given)	36	75	73	93	93	59	52	52
Cc1c(C)c(CN)c(C)c(C)c1CN	96	93	nt	113	109	96	88	102
C=CCOc1ccccc1C(=O)OC	99	122	115	94	119	108	nt	107
O=C(O)[C@@H]1CCC(c2ccccc2)=N1	100	118	118	102	102	104	nt	115

# Gathered by group, the entries above containing an aryl methoxy group (twelve)
canonical_smiles	LOX IMVI	MALME-3M	UACC-257	HS 578T	SK-MEL-28	T-47D	SK-MEL-2	SK-MEL-5
COc1ccc2nc(NC(=O)c3cc(-c4ccc(OC)c(OC)c4)n4nc(-c5ccccc5)cc4n3)sc2c1	97	115	100	111	101	95	122	102
CCOC(=O)CC(=O)c1cc(OC)c(OC)c(OC)c1	106	89	108	108	95	95	103	112
COc1ccc(S(=O)(=O)N(C)c2oc(-c3ccc(Cl)cc3)nc2C#N)cc1	72	69	87	65	84	74	85	86
CCOC(=O)c1ccc2c(c1)nc(NS(=O)(=O)c1ccc(Br)cc1)n2-c1cc(OC)c(OC)c(OC)c1	92	97	98	94	99	95	90	93
COc1cc(/C=C/C(=O)c2c(C)n([O-])c3ccccc3[n+]2=O)cc(OC)c1OC	51	66	54	43	79	35	37	21
COc1ccc(/C=C/C(=O)c2ccc(NC(=O)CSc3nnc(-c4cc(-c5ccc(Cl)cc5)nc5ccccc45)n3-c3ccccc3)cc2)cc1	100	105	112	96	103	106	105	94
COc1ccc2cc([C@H](C)CO)ccc2c1	90	100	104	105	104	103	124	nt
COc1ccc(S(=O)(=O)c2ccc(C(N)=O)cc2)cc1NC(=O)c1[nH]c(C)c2c1CCCCC2=O	32	70	63	-2.1*	68	34	74	48
COc1ccc(-c2cc(=O)c3ccc4ccccc4c3o2)cc1	106	107	106	106	110	91	107	104
COc1cc(/C(N)=N/C(N)=N/c2nc3ccccc3s2)cc(OC)c1OC	69	96	89	80	76	62	77	75
COc1ccc(C2=N[C@@H](Cc3ccccc3)C(=O)c3c(nc4ccccn34)N2)cc1	95	98	92	96	98	99	106	104
COc1cc(OC)c2c(c1)nc(-c1ccccc1)c1c(=O)n(C)c(=O)n(C)c12	98	101	117	117	114	112	103	103

# Screening results (PubChem)
